# AHR activator = activators of human aryl hydrocarbon receptor. AHR-responsive luciferase reporter cells, luminescence. P35869. activation, % at 5 µM. actives 2.5% (n = 320,000). AID 2796; in the data active = activation above about 47%;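 also: 0% = vehicle wells and 100% = reference agonist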
# procasp7 counter = activates human procaspase-7, counter-screen for procaspase-3 activators; P55210; recombinant procaspase-7, Ac-DEVD-pNA absorbance 405 nm; D23A/D198A/D206A triple mutant, cannot self-cleave; scale: DMSO 0, 5 µM enzyme 100; activation, % at 8.5 µM; actives 0.093% (n = 330,000); AID 463210;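 active = percent activation above the screen-wide mean plus 3 SD, cut at about 25% in these data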
#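 System: Uncleavable procaspase-7 mutant enzyme; Amount: 2 µM procaspase-7 mutant as dispensed; Schedule: 1 h compound preincubation, 2 h substrate cleavage, 25 °C; Measured by: 405 nm absorbance of p-nitroaniline; Evaluation: percent activation from buffer-corrected 0–120 min absorbance change; Control set: low DMSO alone, high DMSO plus 5 µM PC-7.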
# EBNA-1 inhibitor = blocks EBNA-1 binding to DNA. EBNA-1 DNA binding, fluorescence polarization. inhibition, % at 14.8 µM. actives 0.34% (n = 300,000). AID 1950; in the data active = inhibition above about 28%
# RPL19A TOR yeast = modulators of TOR pathway RPL19A-GFP in S. cerevisiae; S. cerevisiae RPL19A-GFP strain, flow cytometry, 3 h; stronger effect = lower value; percent response vs DMSO, % at 10 µM; actives 0.3% (n = 330,000); AID 2025;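 active = percent response vs DMSO below 50%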;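 also: median channel GFP fluorescence of the barcoded RPL19A-GFP strain; ratio of sample median GFP to plate DMSO average so 100% = DMSO; lower means less RPL19A-GFP as with rapamycin TOR inhibition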
# MEP2 TOR yeast = alters MEP2-GFP fluorescence in TOR pathway yeast screen | S. cerevisiae MEP2-GFP strain, flow cytometry GFP, 3 h; 100% = DMSO control level | actives 0.51% (n = 330,000) | GFP response vs DMSO, % at 10 µM;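 active = GFP response versus DMSO above a set limit, roughly screen mean plus 3 SD, cut at about 180% in these data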;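 also: median GFP fluorescence of the barcode-gated MEP2-GFP cells per well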
# proCasp3 act = activators of human procaspase-3; actives 0.11% (n = 330,000); P42574; activation, % at 8.5 µM; AID 463141; recombinant procaspase-3 D3A, Ac-DEVD-pNA absorbance 405 nm;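 active = activation above the mean of all tested compounds plus 3 SD, cut at about 21% in these data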;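 also: 0% = DMSO alone and 100% = DMSO wells spiked with extra 5 µM PC-3 D3A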
#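 Assay system – Procaspase-3 D3A mutant, all three cleavage aspartates alanine · Controls – DMSO-only low control, 5 µM PC-3 D3A high control · Schedule – 1 h compound preincubation, 2 h substrate hydrolysis at 25 °C · Signal – 405 nm absorbance of p-nitroaniline, reads at 0 and 120 min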
# ZTA DNA inh = ZTA (EBV) inhibition in EBNA-1 counter-screen | P03206 | actives 0.15% (n = 320,000) | AID 2234 | inhibition, % at 11 µM | ZTA-DNA binding, fluorescence polarization; in the data active = inhibition above about 33%
# LAP4 TOR yeast = modulators of TOR pathway LAP4-GFP in S. cerevisiae. GFP response vs DMSO, % at 10 µM. AID 2023. S. cerevisiae LAP4-GFP multiplex, flow cytometry GFP, 3 h; median GFP as percent of DMSO wells. actives 0.34% (n = 320,000);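 active = GFP response vs DMSO above a set limit, about the screen mean plus 3 SD, cut at about 150% in these data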
# An asterisk follows results filed as active; . = no result given.
SMILES,AHR activator,procasp7 counter,EBNA-1 inhibitor,RPL19A TOR yeast,MEP2 TOR yeast,proCasp3 act,ZTA DNA inh,LAP4 TOR yeast
CC1(C)CN(c2ccc(F)cc2)C1=O,-3,3,7,84,89,-7,3,88
Cc1cc(C)c(C#N)c(Nc2ccccc2C)n1,15,4,9,96,114,-1,13,106
COC(=O)COc1ccc2c(=O)c(-c3ccccc3OC)coc2c1,3,7,5,98,103,-6,11,108
Cc1ccc(-n2cnc3sc(C)c(C)c3c2=O)cc1,0,16,13,102,105,6,-6,141
CC1CCc2nc(NC(=O)c3ccc(N4C(=O)CCC4=O)cc3)sc2C1 (stereo not given),2,-4,-1,105,126,-3,6,115
CC(=O)Oc1ccc(Oc2ccc(-c3noc(C)n3)cc2)cc1,1,3,-3,96,105,4,3,100
COc1nc(OCCNS(=O)(=O)c2ccc(C)cc2)nc(N(C)C)n1,-1,0,3,89,99,-2,11,94
Clc1ccccc1CSc1ncccn1,0,11,8,105,114,-5,0,109
CCOc1ccc(S(=O)(=O)n2nc(C)cc2C)c2ccccc12,8,-2,9,95,101,-4,-6,99
O=C(Nc1nc(-c2ccc(Cl)cc2Cl)cs1)c1ccc(OCC2CCCO2)cc1 (stereo not given),-1,-1,-1,98,100,5,-4,95

# Sorted by the number under MEP2 TOR yeast (lowest first): 3 from the list above.
smiles | AHR activator | EBNA-1 inhibitor | RPL19A TOR yeast | MEP2 TOR yeast | proCasp3 act | LAP4 TOR yeast
CCOc1ccc(S(=O)(=O)n2nc(C)cc2C)c2ccccc12 | 8 | 9 | 95 | 101 | -4 | 99
COC(=O)COc1ccc2c(=O)c(-c3ccccc3OC)coc2c1 | 3 | 5 | 98 | 103 | -6 | 108
CC1CCc2nc(NC(=O)c3ccc(N4C(=O)CCC4=O)cc3)sc2C1 (stereo not given) | 2 | -1 | 105 | 126 | -3 | 115

# Back to the main list with the 3 entries that preceded the break.
SMILES,AHR activator,procasp7 counter,EBNA-1 inhibitor,RPL19A TOR yeast,MEP2 TOR yeast,proCasp3 act,ZTA DNA inh,LAP4 TOR yeast
Clc1ccccc1CSc1ncccn1,0,11,8,105,114,-5,0,109
CCOc1ccc(S(=O)(=O)n2nc(C)cc2C)c2ccccc12,8,-2,9,95,101,-4,-6,99
O=C(Nc1nc(-c2ccc(Cl)cc2Cl)cs1)c1ccc(OCC2CCCO2)cc1 (stereo not given),-1,-1,-1,98,100,5,-4,95
CCN(CC)C(=O)C1CCN(S(=O)(=O)c2ccc(-n3cnnn3)cc2)CC1,-3,-5,0,94,102,6,-7,120
CSCCC(NC(=O)c1ccccc1)C(=O)Nc1ccncc1 (stereo not given),0,-12,.,114,110,12,-26,106
CCOC(=O)Nc1cccnc1Sc1ccc(Cl)cc1,-4,0,-12,99,96,-3,0,108
Nc1nnc(C(c2ccccc2)c2ccccc2)s1,0,-1,-2,106,102,-5,-6,100
COc1ccc(CNc2nc(S(=O)(=O)c3ccccc3)c(Cl)s2)cc1OC,2,4,0,105,105,0,3,101
COc1cc2c(cc1OC)CN(C(=O)C1CCN(S(=O)(=O)c3ccccc3F)CC1)CC2,2,10,-1,97,97,1,-6,91
CCN(C(=O)COC(=O)/C=C/c1c(C)nn(-c2ccccc2)c1C)C1CCS(=O)(=O)C1 (stereo not given),9,-10,-10,97,105,3,-7,103
Cc1nnc(NC(=O)C2CCCCC2)s1,0,3,12,105,103,-8,-15,106
O=C(Cc1ccccc1)Nc1ccc(NC(=O)c2ccco2)nc1,0,2,-3,99,107,-1,-7,103
C=C(C)c1cccc(C(C)(C)NC(=O)N2CCN(C)CC2)c1,7,10,-5,104,100,-7,4,97
CCOC(=O)c1ccccc1NC(=O)COC(=O)CCC1CCCC1,0,-2,.,102,103,3,-12,101
Cc1cccc(N2C(=O)CC(N3CCN(Cc4ccc(Cl)cc4)CC3)C2=O)c1 (stereo not given),2,6,-4,100,102,1,-1,91
Cc1ccccc1S(=O)(=O)NC1=NCCCCC1,-1,7,-9,95,100,3,-9,89
Cc1ccc2nc(Nc3ccc4[nH]c(=O)[nH]c4c3)c(-n3nc(C)cc3C)nc2c1,35,-16,-11,93,101,-8,-1,97
Cc1cccc(/C=N/NC(=O)c2ccc(Br)cc2)c1,9,7,-8,89,83,5,-1,116
CCOC(=O)c1ccc(NC(=O)CCSCCc2ccccn2)cc1,-2,7,-13,106,104,-1,-29,96
Cc1ccccc1Nc1nc(N)nc(CSc2nnc(C)n2C)n1,-2,12,-3,111,104,-12,-19,97
COc1ccc(N2CCN(C(=O)c3cccc(Cn4cc(Cl)cn4)c3)CC2)cc1,2,6,8,115,93,-4,9,79
CCCC1=NCCn2cccc21,0,1,-6,99,105,-3,-21,97
Cc1cc(Br)cc2cn[nH]c12,2,-1,1,104,98,5,2,93
CCCC(=O)Nc1nnc(SCC(=O)NCc2ccco2)s1,0,6,2,99,87,-3,3,71
COc1ccc(CCNS(=O)(=O)c2cccc([N+](=O)[O-])c2)cc1OC,-3,-11,4,102,90,4,-7,84
Cc1ccc(NC(=O)CSc2nc3ccccc3c(=O)n2CC2CCCO2)cc1 (stereo not given),14,3,5,103,94,2,6,89
Cc1ccc(NC(=S)Nc2ccc(F)cc2)cc1C,0,20,-4,103,97,1,-2,86
CN=C(Cc1ccccc1)C1=C(O)CC(C)(C)CC1=O,3,5,2,101,96,-6,5,100
O=C(Cn1c(=O)sc2ccccc21)Nc1ccc2c(c1)OCCO2,3,4,-14,105,99,2,9,101
COc1ccc(NC(=O)c2cc([N+](=O)[O-])ccc2NC(=O)CNCc2ccccn2)c(OC)c1,38,-16,8,106,109,-22,4,94
CCOC(=O)CC(NC(=O)Cc1cccs1)c1ccccc1Cl (stereo not given),1,0,-3,98,112,0,-13,85
O=C(CN1CCc2ccccc2C1)NCc1ccco1,3,-12,14,100,96,-5,-16,108
CCN(CC(O)COCc1ccc(Cl)cc1)C1CCCCC1 (stereo not given),0,7,5,98,86,-2,5,88
CCOc1ccc(N(CC(=O)NC2CCC(C)CC2)S(=O)(=O)c2c(C)noc2C)cc1 (stereo not given),3,-9,1,102,115,-4,-8,107
Cc1ccc(C(=O)CC2(O)C(=O)N(Cc3ccccc3)c3ccccc32)o1 (stereo not given),1,8,0,99,103,4,-9,98
NC(=O)C[C@@H]1NC(=O)[C@H](CCC(=O)O)NC(=O)c2cc([N+](=O)[O-])cc(I)c2OCC[C@@H](C(N)=O)NC1=O,-1,-7,-6,.,.,-7,8,.
Cc1cc(C)c(CNC(=O)c2cc(C3CC3)nc3c2cnn3C(C)C)c(=O)[nH]1,1,3,.,92,96,1,2,95
O=C(Nc1ccccc1)Nc1c(F)cccc1F,3,-4,-14,94,94,9,-7,94
CCC(CC)C(=O)Nc1cc(OC)c(OC)cc1C(=O)O,1,-5,14,101,96,7,9,96
CC(C)CCOC(=O)/C(=C/c1ccco1)NC(=O)/C=C/c1ccccc1,1,4,12,99,99,1,8,109
O=c1c2ccccc2nnn1CSc1nnc2ccccn12,7,-3,-8,104,107,0,10,92
c1ccc(CCNc2nc(-c3ccncc3)cs2)cc1,-4,-7,7,100,100,2,-1,106
O=C(Nc1c(F)cccc1F)c1cnc(N2CCN(c3ccccn3)CC2)c2ccccc12,23,15,7,101,102,6,26,.
CCOC(=O)N1CCN(C(=O)CSc2nnc(COc3ccccc3)o2)CC1,0,13,-15,99,107,-2,-3,99
Cc1ccc(NC(=O)CCN2CC(C)OC(C)C2)cc1C (stereo not given),-1,-6,2,105,107,15,-22,96
COc1ccc(Cl)cc1NC(=O)CC1S/C(=N/N=C2CCCCCC2)NC1=O (stereo not given),4,-10,-10,96,96,-2,-7,105
CCN(C(=O)C1CCCN(c2ncnc3c2nc2n3CCCCC2)C1)c1cccc(Cl)c1 (stereo not given),1,11,-5,90,95,4,-2,94
CCOCCCNC(=O)CCN1C(=O)c2ccccc2Sc2ncccc21,0,2,-5,101,100,-8,14,94
CC(=O)NS(=O)(=O)c1ccc(NC(=O)/C=C/c2cn(-c3ccccc3)nc2-c2ccccc2)cc1,-1,2,2,99,99,0,14,99
CC1(C)CC(=O)c2cnc(NC3CC3)nc2C1,2,2,6,102,102,-7,-13,90
Cn1cc(Br)c(-c2cccc(NC(=O)CC(C)(C)CC(=O)O)c2)n1,3,6,5,93,92,-2,-6,97
COc1ccccc1NS(=O)(=O)c1ccc(C(=O)NCCCn2ccnc2)cc1,6,5,.,101,102,10,-8,100
Cc1ccc2c(C)ccc(O)c2n1,1,4,-1,96,96,-1,1,89
# The list goes on:
SMILES,AHR activator,procasp7 counter,EBNA-1 inhibitor,RPL19A TOR yeast,MEP2 TOR yeast,proCasp3 act,ZTA DNA inh,LAP4 TOR yeast
C=CCn1c(SCc2ccc(Br)cc2F)nc2cc(C(=O)O)ccc2c1=O,1,-6,13,84,112,0,-12,121
Cc1ccc(S(=O)(=O)CCC(=O)NCc2ccc(Cl)cc2)cc1,-1,1,-8,101,106,0,-2,102
O=C(O)C(c1ccccc1)N1C(=O)/C(=C\c2ccc(-c3cccc(Cl)c3)o2)SC1=S (stereo not given),3,-24,18,104,127,-13,20,116
CCOc1cc(N2CCOCC2)c(OCC)cc1NC(=O)[C@H](C)N1C(=O)C2CC=CCC2C1=O (stereo not given in full),-2,12,3,96,101,7,-4,97
O=C(NCc1ccccc1F)c1ccc2c(c1)OCCO2,1,3,7,98,107,1,-14,91
COc1cccc(N(CC(=O)NC2CCCCC2)C(=O)CCCC(=O)Nc2ccccn2)c1,-1,0,8,88,73,3,-2,79
CC(=O)c1ccc(NC(=O)CCc2nnc3ccc(NCc4ccco4)nn23)cc1,8,-27,-20,97,90,-22,9,93
CCCCCCCC(=O)N/N=C/c1cccnc1,5,3,5,98,103,-8,5,92
CC(NC(=O)c1ccc2c(c1)OCCO2)C(=O)O (stereo not given),0,6,-3,99,95,7,0,88
Cc1ccc(Sc2ncccc2C(=O)NC2CCCCCC2)cc1C,4,-5,6,.,.,5,3,.

# Single values from above:
# Under AHR activator, `Cc1cc(C)c(C#N)c(Nc2ccccc2C)n1` shows 15
# Under LAP4 TOR yeast, `Cc1ccc(C(=O)CC2(O)C(=O)N(Cc3ccccc3)c3ccccc32)o1` (stereo not given) shows 98

# More compounds
SMILES,AHR activator,procasp7 counter,EBNA-1 inhibitor,RPL19A TOR yeast,MEP2 TOR yeast,proCasp3 act,ZTA DNA inh,LAP4 TOR yeast
CCOC(=O)c1ccc(N2CCOCC2)c(NC(=O)c2ccc3c(c2)OCO3)c1,1,-1,5,98,114,7,3,111
CCCCN(C)C(=O)C1CCC(CNS(=O)(=O)c2ccc3c(c2)CC(C)N3C(C)=O)CC1 (stereo not given),-2,5,9,98,102,0,-1,91
CCC1(c2ccc(F)cc2)NC(=O)N(CC(=O)N(CCC#N)c2ccccc2)C1=O (stereo not given),-6,-3,-10,106,111,-5,-10,97
COc1ccc(CNc2nc(SCC(=O)NCc3ccco3)nc3ccccc23)cc1,1,3,9,101,104,-5,3,107
COc1ccc2nc(Nc3nc(CSc4nnc(C)s4)cc(=O)[nH]3)nc(C)c2c1,1,5,14,102,109,-6,6,99
CCNC(=O)c1ccc2c(c1)C1C3CCC(C3)C1C(c1ccccc1)N2 (stereo not given),-2,-5,-5,91,90,6,-5,110
O=C(CCSc1nc(-c2ccco2)cc(C(F)(F)F)n1)NCC1CCCO1 (stereo not given),2,-3,6,91,95,5,-3,96
COc1ccc(CCNC(=O)C(C)Sc2ccc(C)cc2)cc1OC (stereo not given),-1,7,0,104,108,7,7,95
O=C(Nc1ncccn1)c1cc(-c2ccc(F)cc2)nc2ccccc12,14,6,1,98,103,9,10,102
Cc1ccccc1N1C(=O)CC(N2CCC(C(N)=O)CC2)C1=O (stereo not given),-3,-13,3,106,113,-24,-1,99
COc1ccc(S(=O)(=O)NCCc2ccc(F)cc2)cc1,-2,2,-13,99,103,8,15,96

# Bioassay records from PubChem BioAssay.
